# KLF5 inhibitor = inhibitors of KLF5 expression; DLD-1 KLF5 promoter-luciferase reporter, luminescence; actives 0.23% (n = 290,000); inhibition, % at 5 µM;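 active = inhibition above a per-plate limit of that plate's mean compound inhibition plus 3 SD, cut at about 60% in these data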;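 also: 0% = DMSO wells and 100% = LY294002 at 200 µM; higher means less KLF5 promoter-driven luciferase light; inactives centre near -14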
# IEC-6 cytotox = IEC-6 cytotoxicity, counter-screen for KLF5 inhibitors. luminescence viability. AID 1825. actives 0.78% (n = 290,000). inhibition, % at 5 µM; in the data active = inhibition above about 22%;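 also: 0% = plate median of test compound wells and 100% = cytotoxic reference compound wells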
# HSP90 inh = HSP90 refolding inhibition in rabbit reticulocyte lysate | inhibition, % at 5.6 µM | actives 0.91% (n = 290,000) | luciferase refolding luminescence, 3 h;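 active = inhibition above the screen-wide mean plus 3 SD, computed separately per campaign, cut at about 16% in these data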;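 also: 0% = DMSO wells and 100% = 60 µM geldanamycin wells; inhibitors lower the luminescence because luciferase stays unfolded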
# aSyn 5UTR inh = MLPCN primary screen, SNCA 5' untranslated region; AID 1813; actives 0.82% (n = 300,000); alpha-synuclein 5'UTR reporter, inhibitor activity; inhibition, % (tested at 7.5 µM); in the data active = inhibition above about 60%;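 also: H4 neuroglioblastoma cells stably carrying SNCA 5'UTR luciferase fusion; 0% = DMSO wells and 100% = positive control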
# GSK3 alpha inh = blocks human GSK-3 alpha kinase; actives 0.1% (n = 320,000); ADP-Glo luminescence, 60 min; P49840; inhibition, % at 10 µM; AID 2650;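 in the data active = inhibition above about 50%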;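 also: GST-tagged GSK-3 alpha with peptide substrate and 25 µM ATP; 0% = DMSO neutral wells and 100% = GW8510 positive control wells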
# Target sequence (P49840 whole entry, looked up): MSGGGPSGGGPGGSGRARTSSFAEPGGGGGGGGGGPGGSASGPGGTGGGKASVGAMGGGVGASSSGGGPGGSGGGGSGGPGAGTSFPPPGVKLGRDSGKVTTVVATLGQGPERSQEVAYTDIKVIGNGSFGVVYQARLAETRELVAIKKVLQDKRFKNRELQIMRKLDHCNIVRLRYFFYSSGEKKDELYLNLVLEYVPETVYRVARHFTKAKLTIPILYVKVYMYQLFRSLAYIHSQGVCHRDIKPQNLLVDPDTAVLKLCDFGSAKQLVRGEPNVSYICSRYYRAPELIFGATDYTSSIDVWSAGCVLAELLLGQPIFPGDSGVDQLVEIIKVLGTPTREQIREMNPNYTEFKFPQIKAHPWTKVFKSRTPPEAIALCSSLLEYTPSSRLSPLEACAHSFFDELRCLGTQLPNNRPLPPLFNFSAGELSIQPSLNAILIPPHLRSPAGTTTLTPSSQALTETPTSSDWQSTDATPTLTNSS
# AI-2 QS modul = modulators of Vibrio harveyi AI-2 quorum sensing system | Vibrio harveyi JMH597 AI-2 luminescence/OD600 ratio, 9 h; hits give low values; strain lacks LuxN and CqsS sensors; 0 = neutral-control median | activity change, % at 7.5 µM | actives 0.4% (n = 300,000); in the data active = activity change below about -75%, passing the limit was not always enough;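 also: luminescence divided by OD600 gain over 9 h not by final OD600 alone; inactives centre near 13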
# HSF1 activator = increases HSF-1 driven luciferase reporter signal | NIH3T3-HGL HSF-1 luciferase reporter, MG132, 8 h; 100% = twice DMSO control signal | activation, % at 9 µM | actives 1.7% (n = 300,000);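 active = mean replicate activation of at least 50% with a set share of replicates each reaching 50%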;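 also: 0% = median of the neutral control wells and 100% = twice that signal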
# HIF activator = HIF pathway transcriptional activation; U2OS HRE-luciferase reporter, luminescence; normalized: DMSO 0%, desferrioxamine 100%; activation, % at 7.5 µM (by protocol); actives 0.32% (n = 300,000);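 active = mean activation of at least 10% of the iron chelator positive control signal, with at least half of replicates also reaching 10%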
# HSF1 inh = HSF1 inhibition; actives 0.77% (n = 300,000); activity change, negative = inhibition, % at 7.5 µM (by protocol); AID 2098; NIH3T3-HGL HSE-luciferase, MG132-induced, luminescence 8 h; hits give low values;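 active = more than half of replicate wells show activity change below -50%, luminescence cut by over half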;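 also: luciferase reports HSF-1 transcriptional activity via heat shock element; 0% = median of DMSO wells and -100% = zero luminescence signal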
# GSK3B inh = blocks human GSK3beta kinase activity; P49841; GST-GSK3beta kinase, ADP-Glo luminescence, 60 min; hits give low values; AID 2097; activity score (negative = inhibition), % at 10 µM; actives 0.038% (n = 300,000);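 active = more than half of replicate wells score below -50%, meaning over 50% inhibition versus plate controls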;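 also: 0% = median DMSO wells and -100% = median GW8510 positive control wells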
# Target sequence (P49841 whole entry, looked up): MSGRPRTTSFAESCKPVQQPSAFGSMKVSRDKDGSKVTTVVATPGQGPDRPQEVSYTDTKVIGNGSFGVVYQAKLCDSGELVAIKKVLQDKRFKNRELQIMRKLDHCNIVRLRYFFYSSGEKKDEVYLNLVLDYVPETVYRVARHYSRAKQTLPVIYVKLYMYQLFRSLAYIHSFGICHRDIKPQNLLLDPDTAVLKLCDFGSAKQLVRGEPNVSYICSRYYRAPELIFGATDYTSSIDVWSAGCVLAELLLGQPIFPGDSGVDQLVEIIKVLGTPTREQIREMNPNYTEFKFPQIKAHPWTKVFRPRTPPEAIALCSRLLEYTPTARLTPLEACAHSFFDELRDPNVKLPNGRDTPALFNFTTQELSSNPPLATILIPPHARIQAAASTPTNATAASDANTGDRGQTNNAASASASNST
#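 test system = GST-tagged human GSK3beta kinase, cell-free | reagent = 25 µM ATP with peptide substrate | dosing = one dose of 10 µM per compound | schedule = 60 min reaction, RT | detection = luminescent ADP-Glo measurement of ADP formed | control set = DMSO neutral wells and GW8510 at 20 µM as positive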
# Active calls of the source: *; / = no result given.
SMILES,KLF5 inhibitor,IEC-6 cytotox,HSP90 inh,aSyn 5UTR inh,GSK3 alpha inh,AI-2 QS modul,HSF1 activator,HIF activator,HSF1 inh,GSK3B inh
N=c1n(CC(=O)O)c2ccccc2n1Cc1ccccc1Cl,-7,-2,-1,0,-3,4,2,-3.1,-3,-3
COc1ccc(C(=O)NC2CCCc3c2cnn3-c2cc(F)cc(F)c2)c(OC)c1OC (stereo not drawn),-10,-2,3,-4,-2,11,-45,0.3,-25,-1
O=C(CN1C(=O)c2cccc3cccc1c23)Nc1ccc(S(=O)(=O)Nc2nccs2)cc1,-18,2,6,11,0,-96*,14,0.1,-3,-4
Cc1c(C(=O)NCC2CCCO2)sc2nc(-c3ccc(F)cc3)cn12 (stereo not drawn),-25,5,-3,-84,0,5,10,1.9,8,1
CN1CCN(C(=O)/C(=C\c2cccc([N+](=O)[O-])c2)NC(=O)c2cccs2)CC1,-44,4,-1,14,-1,16,-5,0.2,-4,5
Cc1cc(C)cc(NC(=O)N2CCC(NC(=O)c3ccc(F)cc3)CC2)c1,-6,5,-3,14,1,18,0,0.4,-12,1
CC(C)(C)OC(=O)N1Cc2ccccc2C[C@H]1C(=O)NCC(=O)NC1CCCCC1,-2,-6,-2,9,-2,9,-8,0.0,-6,-1
COc1ccc(N2C(=O)CC(Sc3n[nH]c(-c4ccc(C)cc4)n3)C2=O)cc1 (stereo not drawn),-58,2,0,-9,4,27,-9,0.1,10,-3
COc1ccc(/C=C/c2c(-c3ccc(OC)cc3)sc3ccc(N4CCOCC4)cc23)cc1,-13,10,6,2,0,5,8,1.8,12,-1
COC(=O)Cc1[nH]nc2c1C1(C(=O)N(Cc3ccccc3)c3ccccc31)C(C#N)=C(N)O2 (stereo not drawn),-16,-5,2,-32,0,20,7,-0.9,1,-1
N#C/C(=C\C=C\c1ccccc1)c1nc(-c2ccc(Cl)cc2)cs1,4,-1,2,-12,3,21,-8,-0.1,-7,0
Cn1c(Oc2ccc3c(c2)OCO3)nc2c1c(=O)n(Cc1ccccc1)c(=O)n2C,1,5,2,7,1,10,-2,-0.4,1,1
Cc1ccc(S(=O)(=O)NN2C(=O)/C(=C/c3cccn3C)SC2=S)cc1,-11,-8,6,/,-6,/,/,/,/,/
COc1ccc(N(CC(=O)O)S(=O)(=O)c2ccc(C)cc2)cc1Cl,-3,-4,-7,3,-3,17,10,-0.1,-9,6
CN(Cc1ccccc1NC(=O)c1ccc(S(=O)(=O)N(C)C)cc1)C1CCCCC1,-22,-5,2,5,-1,21,13,-0.4,-3,1
O=c1[nH]c(/C=C/c2ccc(OC(F)F)cc2)nc2c1cnn2-c1ccccc1,-19,-1,1,17,-1,13,12,0.0,12,-1
O=C(N/N=C/c1ccccc1OCc1ccccc1)c1cccnc1,0,5,2,-2,0,25,10,0.6,-8,-2
Cc1cc(OC(C)C(=O)NCCN2CCOCC2)c2c(C)c(C)c(=O)oc2c1 (stereo not drawn),3,-2,-2,11,1,20,9,0.4,5,4
O=C(CN1CCC(n2nnc3cc(F)ccc32)CC1)NCCc1nc2ccccc2[nH]1,-1,5,-1,-4,-1,21,5,0.4,1,-1
O=C(Nc1ccncc1)Nc1ccccn1,-30,-5,0,-7,72*,29,/,0.2,/,-62*
Cc1nn(-c2ccccc2)c(C)c1NC(=O)COC(=O)[C@@H](NC(=O)c1ccccc1)C(C)C,/,/,/,-6,/,27,6,-0.7,-3,1
COCCCNC(CC(=O)Nc1ccc(OC)cc1OC)C(=O)O (stereo not drawn),-14,0,-3,-16,-2,22,-17,-0.1,1,0
Cc1ccc(C(=O)COC(=O)C2C3C=CC(C3)C2C(=O)OCC(=O)c2ccc(C)c(C)c2)cc1C (stereo not drawn),-6,0,6,-23,-4,34,35,0.0,16,2
O=C(OCC(=O)N1CCCC1)c1cc(Cl)ccc1[N+](=O)[O-],-47,-12,-3,-1,-1,-19,-6,0.1,1,-1
Cc1ccc(C(=O)NCC(=O)Nc2ccncc2)s1,-40,-5,0,-7,2,-2,1,0.0,-4,0
O=C1/C(=C\c2ccc(O)cc2)SC(=S)N1c1cccnc1,-14,-4,-1,-9,-5,28,19,0.1,-3,-1
CC(C)Oc1ccc(C(=O)N(Cc2ccco2)C2CCS(=O)(=O)C2)cc1 (stereo not drawn),-10,1,1,-4,-2,-10,-6,-0.2,-2,3
CCC(CO)NCc1ccc(OCC(O)c2ccccc2)c(OC)c1 (stereo not drawn),-17,0,-2,1,2,-2,7,-1.5,-3,1
Cn1c(Cc2ccc(Cl)cc2)nnc1SCC(=O)NC1CC1,-35,-6,-2,9,-3,17,4,0.1,-3,0
O=C(O)c1ccccc1Nc1cc(Cl)c2nonc2c1[N+](=O)[O-],-10,-4,-5,-10,-1,14,13,-0.4,6,4
CC(=O)NC1(C(F)(F)F)C(=O)Nc2c1c(=O)[nH]c(=O)n2-c1ccccc1 (stereo not drawn),-11,2,0,-13,2,8,/,/,/,-2
CCOC(=O)c1c(C)n(-c2ccc(C)cc2)c2ccc(O)c(CN(C)C)c12,-26,4,2,19,7,18,4,-2.0,-3,0
O=c1cc(N2CCC3(CC2)OCCO3)[nH]c(=O)n1C1CCCCC1,-1,-5,0,-28,-2,13,4,0.0,-6,-1
CCN1CCN(CC(=O)c2c(C)n(C)c3ccc(OC)cc23)CC1,-5,-3,1,/,-2,/,/,/,/,/
Cc1cccc(/C=N/NC(=O)c2ccc(NC(=O)c3cccc(Cl)c3)cc2)n1,-14,-8,1,-44,-1,19,28,0.4,-7,2
CC(C)OC(=O)CC(=O)CSc1nc2c(cc1C#N)CCCCCC2,-10,-3,-3,-8,0,7,5,0.8,-6,1
COC(=O)CC(c1ccc(OC)c(OC)c1)c1ccc(OC)c(OC)c1,-2,4,4,17,-1,27,1,0.1,1,2
O=C(NCc1ccc(F)cc1)C1CC(=O)N(C2CCCCCCC2)C1 (stereo not drawn),-26,2,3,9,-4,3,3,-0.4,6,-4
Cc1nnc(NC(=O)CSCc2ccccc2)s1,-23,-2,-2,-8,1,29,-7,0.3,3,1
O=C(O)CC/C(=N\Nc1ccc(S(=O)(=O)N2CCOCC2)cc1[N+](=O)[O-])c1cccs1,4,-9,2,0,3,47,-8,0.1,-4,2

# 13 of these compounds, set out differently:
# Results follow in this order: KLF5 inhibitor, IEC-6 cytotox, HSP90 inh, aSyn 5UTR inh, GSK3 alpha inh, AI-2 QS modul, HSF1 activator, HIF activator, HSF1 inh, GSK3B inh
> N=c1n(CC(=O)O)c2ccccc2n1Cc1ccccc1Cl
  -7, -2, -1, 0, -3, 4, 2, -3.1, -3, -3
> COc1ccc(C(=O)NC2CCCc3c2cnn3-c2cc(F)cc(F)c2)c(OC)c1OC (stereo not drawn)
  -10, -2, 3, -4, -2, 11, -45, 0.3, -25, -1
> O=C(CN1C(=O)c2cccc3cccc1c23)Nc1ccc(S(=O)(=O)Nc2nccs2)cc1
  -18, 2, 6, 11, 0, -96*, 14, 0.1, -3, -4
> Cc1c(C(=O)NCC2CCCO2)sc2nc(-c3ccc(F)cc3)cn12 (stereo not drawn)
  -25, 5, -3, -84, 0, 5, 10, 1.9, 8, 1
> CN1CCN(C(=O)/C(=C\c2cccc([N+](=O)[O-])c2)NC(=O)c2cccs2)CC1
  -44, 4, -1, 14, -1, 16, -5, 0.2, -4, 5
> Cc1cc(C)cc(NC(=O)N2CCC(NC(=O)c3ccc(F)cc3)CC2)c1
  -6, 5, -3, 14, 1, 18, 0, 0.4, -12, 1
> CC(C)(C)OC(=O)N1Cc2ccccc2C[C@H]1C(=O)NCC(=O)NC1CCCCC1
  -2, -6, -2, 9, -2, 9, -8, 0.0, -6, -1
> COc1ccc(N2C(=O)CC(Sc3n[nH]c(-c4ccc(C)cc4)n3)C2=O)cc1 (stereo not drawn)
  -58, 2, 0, -9, 4, 27, -9, 0.1, 10, -3
> COc1ccc(/C=C/c2c(-c3ccc(OC)cc3)sc3ccc(N4CCOCC4)cc23)cc1
  -13, 10, 6, 2, 0, 5, 8, 1.8, 12, -1
> COC(=O)Cc1[nH]nc2c1C1(C(=O)N(Cc3ccccc3)c3ccccc31)C(C#N)=C(N)O2 (stereo not drawn)
  -16, -5, 2, -32, 0, 20, 7, -0.9, 1, -1
> N#C/C(=C\C=C\c1ccccc1)c1nc(-c2ccc(Cl)cc2)cs1
  4, -1, 2, -12, 3, 21, -8, -0.1, -7, 0
> Cn1c(Oc2ccc3c(c2)OCO3)nc2c1c(=O)n(Cc1ccccc1)c(=O)n2C
  1, 5, 2, 7, 1, 10, -2, -0.4, 1, 1
> Cc1ccc(S(=O)(=O)NN2C(=O)/C(=C/c3cccn3C)SC2=S)cc1
  -11, -8, 6, /, -6, /, /, /, /, /

# (cont.)
SMILES,KLF5 inhibitor,IEC-6 cytotox,HSP90 inh,aSyn 5UTR inh,GSK3 alpha inh,AI-2 QS modul,HSF1 activator,HIF activator,HSF1 inh,GSK3B inh
Clc1ccccc1-c1nn2c(-c3ccncc3)nnc2s1,-9,-6,-2,38,10,20,-14,1.0,-16,-1
CC(C)NC(=O)C1CCCN(S(=O)(=O)c2cccs2)C1 (stereo not drawn),-14,2,-2,-17,-5,4,-6,0.2,5,1
Cc1cccc(/C=C/c2nc3ccccc3c(=O)n2Cc2ccccc2)c1,9,4,2,-1,/,22,22,-0.3,19,3
O=S1(=O)C=C(SCc2ccc(F)cc2)Nc2ccccc21,14,0,-2,-5,10,23,4,0.3,7,3
CC(=O)N/N=C/C1=CCC2CC1C2(C)C (stereo not drawn),11,3,2,10,-2,18,-4,-0.3,-3,1
COc1ccccc1OCC(=O)Nc1ccc(C(N)=O)cc1,-32,0,-1,-5,0,6,-5,0.5,5,2
CC(C)c1nc(SCC(=O)Nc2nc3c(s2)CCCC3)c2ccccc2n1,4,0,7,25,-2,20,10,-0.1,8,3
CCN(C(=O)CSc1nnnn1-c1ccccc1)C1CCS(=O)(=O)C1 (stereo not drawn),-29,3,-4,11,4,13,1,-0.3,-5,-1
Cc1ccc(C(c2nnnn2Cc2ccccc2)N2CCN(Cc3ccccc3)CC2)cc1 (stereo not drawn),-5,-7,1,-4,-2,7,17,-0.8,6,3
CC1CN(c2c3c(nc4ncnn24)CCCC3)CC(C)O1 (stereo not drawn),-20,-3,-3,5,3,-3,-14,-0.4,1,-3
CC(C)CC(NC(=O)CCl)c1ccccc1 (stereo not drawn),-29,3,-2,-49,-2,21,30,-0.4,10,-1
CC(C)NC(=O)C1CCN(c2ccc(S(=O)(=O)N3CCOCC3)cc2Cl)CC1,2,4,1,5,2,24,-2,-0.2,-4,1
COc1ccccc1C(=O)Nc1ccnn1C1CCN(Cc2ccc3nonc3c2)CC1,-13,4,-6,23,-1,-4,10,0.3,6,0
Clc1ccc(-c2nc(-c3ccncc3)no2)c(Cl)c1,/,/,/,-104,0,17,43,2.5,19,-3
c1ccc(CN(Cc2ccco2)C(c2ccncc2)c2nnnn2C2CCCC2)cc1 (stereo not drawn),-32,0,2,12,1,29,/,0.1,/,2
Cc1c(Cl)cccc1NC(=S)NCc1ccccc1,-25,-11,-3,3,0,13,5,-0.5,-12,3

# Outcome played no part in choosing rows. Share with any hit: about 4.7%.
